CXCR6 inh: CXCR6 receptor inhibitors, primary screen, cell-based, beta-arrestin, luminescence, CHO-K1 PathHunter, 1536-well; inhibition, % at 20 µM; 0.36% of 360,000 active; C-X-C chemokine receptor type 6 (Homo sapiens), O00574; in the data active means inhibition above about 34%, passing the limit was not always enough;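 further: antagonist mode with CXCL16 agonist at 10 nM final; 0% = 10 nM CXCL16 with DMSO and 100% = unstimulated wells without agonist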
Target sequence (O00574 whole entry, looked up): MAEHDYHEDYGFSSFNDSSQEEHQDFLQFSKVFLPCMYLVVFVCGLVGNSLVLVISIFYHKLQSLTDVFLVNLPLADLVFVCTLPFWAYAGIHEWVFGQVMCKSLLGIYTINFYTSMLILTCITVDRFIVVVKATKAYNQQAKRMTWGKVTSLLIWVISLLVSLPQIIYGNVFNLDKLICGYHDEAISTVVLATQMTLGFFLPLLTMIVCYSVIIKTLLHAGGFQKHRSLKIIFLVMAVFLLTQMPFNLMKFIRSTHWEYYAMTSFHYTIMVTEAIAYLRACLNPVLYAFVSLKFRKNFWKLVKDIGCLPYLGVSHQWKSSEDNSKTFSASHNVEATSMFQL
UPR XBP1 act: activators of adaptive XBP1 UPR arm, primary screen, cell-based, CHO-XBP1 luciferase reporter, luminescence, uHTS; activation, % at 20 µM; IRE1-XBP1 UPR activation; percent of tunicamycin response, DMSO as zero; 0.33% of 330,000 active;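 active means versus positive control, 20 µM dose yields 30% or more activation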;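 further: 100% = tunicamycin at 10 µg/mL and 0% = DMSO only wells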
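Signal: luciferase luminescence; Assay system: CHO-XBP1 luciferase reporter cells; Amount: one thousand reporter cells per well; Dosing: 20 µM single concentration, DMSO 1%; Benchmarks: high control tunicamycin 10 µg/mL final, low control DMSO vehicle only; Schedule: 6 h compound exposure at 37 °C, 5% CO2; Evaluation: percent activation relative to tunicamycin reference.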
Mdm2 MdmX PPI: inhibitors of human Mdm2-MdmX association, primary screen, cell-based, luminescence, split luciferase, SaOS-2, uHTS | Protein Mdm4 (Homo sapiens) + E3 ubiquitin-protein ligase Mdm2 (Homo sapiens), … | SaOS-2 split-luciferase Mdm2/MdmX complementation | inhibition, % at 8 µM | 3% of 330,000 active;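 active means inhibition of at least 50% at 8 µM in the primary screen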
tim10-1 inh: growth inhibitors of tim10-1 mutant yeast, primary screen, luminescence, uHTS; S. cerevisiae tim10-1 ts strain growth, BacTiter-Glo, 24 h; inhibition, % at 20 µM; 2.2% of 330,000 active; AID 463190, 2010;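 active means inhibition of at least 40%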;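 further: mutant grown at 25 °C; 0% = DMSO wells with yeast and 100% = wells holding no yeast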
CHOP UPR activ: activators of apoptotic CHOP UPR arm, primary screen, cell-based, CHO-CHOP luciferase reporter, luminescence, uHTS | AID 449763, 2010 | UPR activation; percent of tunicamycin response over DMSO baseline | activation, % at 10 µM | 0.34% of 330,000 active;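 active means at 10 µM dose, activation of 40% or more, normalized to positive control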;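 further: 100% = tunicamycin at 10 µg/mL and 0% = DMSO alone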
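Test system: CHO-CHOP cells, stable luciferase reporter of PERK-eIF2a-CHOP signalling | Quantity: 500 CHO-CHOP cells per well | Buffer or medium: F12 plus 10% serum | Compound dosing: 10 µM single point, 0.5% DMSO | Schedule: 6 h compound treatment, 37 °C | Signal: Luciferase luminescence | Control set: Tunicamycin high control, DMSO low control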
tim23-1 inh: growth inhibitors of tim23-1 mutant yeast, primary screen, luminescence, uHTS; AID 463212, 2010; S. cerevisiae tim23-1 growth, BacTiter-Glo luminescence, 24 h; inhibition, % at 20 µM; 1.3% of 330,000 active;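 active means growth inhibition of the mutant yeast at or above 50%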;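 further: temperature-sensitive mutant grown at 25 °C; plate controls were DMSO-treated mutant yeast for no effect and medium wells lacking yeast for full effect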
TIM10 inh: growth inhibitors of isogenic TIM10 control yeast, primary screen, counter-screen for tim10-1 yeast inhibitor project, luminescence, uHTS; S. cerevisiae TIM10 strain growth, BacTiter-Glo luminescence, 24 h; inhibition, % at 10 µM; 1.4% of 330,000 active; AID 463195, 2010;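 active means inhibition of 40% or more at the single tested concentration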;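 further: wild-type TIM10 isogenic control strain grown at permissive 25 °C; 0% = DMSO yeast wells and 100% = minimal medium wells without yeast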
APJ antagonist: antagonists of human apelin receptor APJ, primary screen, CHO-K1 cells, beta-arrestin complementation, luminescence. P35414. inhibition, % at 20 µM. 0.32% of 330,000 active;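 active means inhibition above about 40% at 20 µM, limit read from the data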;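 further: cells challenged with 10 nM apelin-13 agonist together with compound; plate controls were apelin-13 plus DMSO wells for no effect and DMSO wells lacking apelin-13 for full effect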
Target sequence (P35414 whole entry, looked up): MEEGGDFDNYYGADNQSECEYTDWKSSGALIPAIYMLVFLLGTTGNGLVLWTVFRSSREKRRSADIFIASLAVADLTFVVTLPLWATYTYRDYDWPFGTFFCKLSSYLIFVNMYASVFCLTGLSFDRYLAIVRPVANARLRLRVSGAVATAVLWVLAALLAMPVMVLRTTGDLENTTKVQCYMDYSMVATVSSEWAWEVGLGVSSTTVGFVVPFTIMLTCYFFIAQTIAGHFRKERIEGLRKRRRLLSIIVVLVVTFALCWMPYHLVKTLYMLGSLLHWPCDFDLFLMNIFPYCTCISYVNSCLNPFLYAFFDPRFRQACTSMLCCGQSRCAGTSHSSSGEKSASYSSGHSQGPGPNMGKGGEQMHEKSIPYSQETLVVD
APJ ag: agonists of human apelin receptor APJ, primary screen, CHO-K1 cells, PathHunter beta-arrestin, luminescence; 0.11% of 330,000 active; P35414; 0% DMSO wells, 100% apelin; AID 2520, 2010; activation, % at 20 µM;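 active means activation more than six SD over the plate average, tested at 20 µM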;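 further: 0% = DMSO alone and 100% = apelin-13 at 10 nM; some results filed as inactive read as strong as hits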
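system = engineered CHO-K1 APJ arrestin reporter cells | input = 1000 cells per well | timing = overnight seeding, 90 min compound at 25 °C, 1 h detection | measured by = enzyme-fragment complementation luminescence | read-out = beta-arrestin recruitment to APJ as agonist activity, luminescent signal | control set = negative DMSO alone, positive Apelin-13 at 10 nM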
Numbers without * were called inactive; · = not tested or not shown.

molecule,UPR XBP1 act,CHOP UPR activ,TIM10 inh,APJ antagonist,APJ ag,tim23-1 inh,tim10-1 inh,CXCR6 inh,Mdm2 MdmX PPI
O=C(Nc1cc(S(=O)(=O)N2CCOCC2)ccc1N1CCCC1)c1ccc(Cl)cc1,0,5.1,2,11,0,8,13,7,-8
CN(Cc1ccccc1)c1nc(-c2ccc([N+](=O)[O-])cc2)nc2ccccc12,-2,-1.6,16,9,-7,17,19,6,2
CC1CN(CC(=O)c2c(N)n(Cc3ccccc3)c(=O)n(C)c2=O)CC(C)O1 (stereo unspecified),-2,-1.4,-26,1,-1,19,6,7,10
O=C(NCCCn1ccnc1)c1cc2ccccc2o1,0,0.3,-13,-16,-4,1,-2,-10,0
CCC(C)Sc1ccc(-c2nc3ccccn3c2NCc2ccccc2)cc1OC (stereo unspecified),-4,8.3,22,-7,4,40,29,15,23
Nc1nonc1-n1nnc(C(=O)N/N=C/c2ccc(O)cc2)c1CN1CCCCCC1,0,-0.8,0,1,0,13,6,-2,-14
O=C(O)C1C2C=CC3(CN(Cc4ccncc4)C(=O)C13)O2 (stereo unspecified),-1,-2.1,6,-7,-2,5,2,1,-14
CN1/C(=C\C=N\NC(=O)c2ccc(O)cc2)C(C)(C)c2ccccc21,9,5.0,10,-2,0,15,23,-4,28
O=C(CCc1nnc(-c2ccsc2)o1)N1CCCCC1CCn1ccnc1 (stereo unspecified),-3,-0.2,13,12,-1,-5,-2,-1,-6
Cc1cc(NC(=O)CCS(=O)(=O)c2ccc(F)cc2)no1,-5,1.5,5,-1,-4,-9,-5,-2,20
CCOC(=O)c1c(-c2ccsc2)csc1N,0,4.0,8,-17,1,9,13,-16,4
O=C(Nc1cccc(Br)c1)C1CCCC1,-1,0.3,33,-10,-1,64*,8,-8,-10
COCC1CCN(C(=O)c2cc(COc3ccccc3SC)on2)C1 (stereo unspecified),-2,5.4,-3,-4,7,16,2,8,23
Cc1ccc(OCC(=O)Nc2ccc(S(=O)(=O)Nc3ccccn3)cc2)c(C)c1,-5,-1.3,-6,-10,-1,3,-5,-1,6
CCOC(=O)c1oc2ccc(S(=O)(=O)n3nc(-c4ccc(Cl)cc4)cc3N)cc2c1C,1,-1.1,6,-62,-1,-3,1,-1,62*
N#C/C(=C\c1ccc(O)c([N+](=O)[O-])c1)C(=O)NCc1ccccc1,1,-2.1,1,25,-4,20,15,21,-40
Cc1cc(C)cc(OCC(=O)NNC(=O)c2cc3ccccc3o2)c1,-1,-1.4,4,5,-2,-7,-2,1,29
CCN1C(=O)[C@H]2[C@@H](c3ccc(-c4ccc(F)cc4)c(OC)c3)N3CCCC[C@@]3(C(=O)OC)[C@H]2C1=O,-4,-0.4,2,10,-2,17,3,7,45
O=C(O)c1ccc(N2C(=O)CC(SC(=Nc3ccccc3)Nc3ccccc3)C2=O)cc1 (stereo unspecified),-2,2.9,7,-3,2,11,13,2,13
Cc1ccc(C2CC(c3ccc(F)cc3)Nc3nc(N)nn32)cc1 (stereo unspecified),1,-0.7,8,-7,-2,2,7,-6,3
COc1cc(C2(c3ccc(O)c(OC)c3)C(=O)N(C)c3ccc(Br)cc32)ccc1O,-3,1.1,23,-12,-1,25,4,4,-9
O=C(c1ccc(OCC2CCCO2)cc1)N1CCN(S(=O)(=O)c2cccc(F)c2)CC1 (stereo unspecified),-2,1.8,3,1,0,8,14,-2,1
Cc1ccc(C(=O)c2c3ccccc3[n+]([O-])n2CCC(=O)O)cc1,0,1.2,-13,14,10,-10,6,-12,3
O=C(CN1CCN(c2ccccc2)CC1)Nc1ccc2c(c1)CCC2,0,1.8,16,6,-2,26,21,-1,12
CC(c1ccon1)N(C)Cc1cn[nH]c1-c1ccc(F)cc1F (stereo unspecified),0,-0.1,-6,-8,0,10,3,0,18
Cn1c(=O)c2cc(S(=O)(=O)NCCC(=O)Nc3ccc(Cl)cc3)ccc2n(C)c1=O,-2,-1.9,-8,10,-3,4,-4,0,8
O=C(NCC(=O)N1CCCC(C(F)(F)F)C1)c1ccccc1F (stereo unspecified),5,1.6,0,-24,2,-2,-10,-4,-25
O=C(Cn1nnc(-c2ccccc2)n1)NCc1ccco1,-2,-2.4,5,-12,-5,19,-1,4,46
CCN(C(=O)COc1cc(=O)n(CC)c2ccccc12)c1cc(Cl)ccc1OC,-3,0.8,3,11,0,25,18,-1,-2
CCOc1c2ccc(C(=O)NCc3ccc4c(c3)OCO4)cc2nn1CC,2,1.7,2,13,-3,25,3,-13,-27
CC(C)n1cc(/C=C(\C#N)S(=O)(=O)c2ccccc2)c2ccccc21,4,0.3,20,9,8,20,29,14,20
Cc1cc(C)n2c(SCc3c(C)noc3C)nnc2n1,-2,-0.2,-6,6,3,11,-13,-3,13
O=C1COc2ccc(NC(=O)c3ccccc3C(=O)O)cc2N1,-7,0.3,0,5,0,2,-9,-11,-3
Cc1cccc(NC(=O)C2CCCN2C(=O)OCc2ccccc2)c1 (stereo unspecified),-2,2.5,10,-9,-4,24,12,0,32
CCOc1cc(/C=N/NC(=O)c2cc(-c3cccnc3)nc3ccccc23)ccc1O,-1,-0.2,44*,-1,-1,39,45*,4,31
NC(=S)N/N=C1\CC(c2ccc3c(c2)OCCCO3)Oc2ccc(F)cc21 (stereo unspecified),3,2.9,25,8,-3,12,5,22,39
CCCS(=O)(=O)c1c(S(=O)(=O)CCC)c2c(N)cccn2c1C(=O)c1ccc(F)cc1,-2,-0.1,3,5,-3,10,19,16,11
NC(=O)c1cc([N+](=O)[O-])ccc1NCCN1C(=O)c2ccccc2C1=O,0,0.1,-4,0,0,-4,-16,·,-9
O=C(O)C1CCCN1c1nc(-c2ccc(Cl)c(Cl)c2)cc(C(F)(F)F)n1 (stereo unspecified),5,1.7,2,-3,-2,9,-1,6,-6
O=C(Cc1ccccc1[N+](=O)[O-])OCC(=O)c1ccccc1Br,1,1.6,10,15,-6,33,12,12,14

Given as labelled records: part of the list above.
> Cc1cc(C)n2c(SCc3c(C)noc3C)nnc2n1
  UPR XBP1 act: -2
  CHOP UPR activ: -0.2
  TIM10 inh: -6
  APJ antagonist: 6
  APJ ag: 3
  tim23-1 inh: 11
  tim10-1 inh: -13
  CXCR6 inh: -3
  Mdm2 MdmX PPI: 13
> O=C(Cn1nnc(-c2ccccc2)n1)NCc1ccco1
  UPR XBP1 act: -2
  CHOP UPR activ: -2.4
  TIM10 inh: 5
  APJ antagonist: -12
  APJ ag: -5
  tim23-1 inh: 19
  tim10-1 inh: -1
  CXCR6 inh: 4
  Mdm2 MdmX PPI: 46

(listing goes on)
molecule,UPR XBP1 act,CHOP UPR activ,TIM10 inh,APJ antagonist,APJ ag,tim23-1 inh,tim10-1 inh,CXCR6 inh,Mdm2 MdmX PPI
O=C(NC1CCCCC1)N1CCN(CCc2ccccc2)CC1,-4,0.5,-20,2,3,-6,10,0,9
CCOc1cc(C)c(C(C)C)cc1S(=O)(=O)N1CCOCC1,0,0.1,8,14,-8,20,25,2,28
O=C(CCc1nc(-c2ccccc2F)no1)Nc1ccc(Oc2ccccc2)cc1,-1,3.1,25,4,-5,13,15,-3,61*
CCN(CC)C(=O)C1CC(c2ccc(OC)cc2)=NO1 (stereo unspecified),-1,3.9,3,8,3,13,19,-2,6
O=C(CCC1CCCC1)NCCS(=O)(=O)N1CCN(c2ccccc2F)CC1,-3,0.2,7,16,-9,19,29,5,3
CCn1c(Cc2ccccc2)nnc1SCC(=O)c1c(N)n(C2CC2)c(=O)[nH]c1=O,1,-0.4,6,4,-5,4,-15,9,-3
Cc1cc(C)c(S(=O)(=O)Nc2ccccc2C(=O)N2CCCC2)c(C)c1,-7,1.0,16,-5,6,27,14,8,-8
O=C(NCCCN1CCCC1=O)c1cc(-c2ccc3c(c2)OCO3)nc2ccccc12,-1,2.2,-2,6,0,-5,13,-5,-6
c1ccc(CCn2cnc3ccccc32)cc1,5,2.2,-11,10,-2,-3,30,4,-31
Cc1ccc(-n2c(C)cc(C(=O)NS(=O)(=O)c3ccc(C)cc3)c2C)cc1,1,1.8,14,10,-2,31,19,3,15
Cc1ccc(Cn2ncc3c(N4CCCC4)ncnc32)cc1,2,-0.8,8,-1,0,17,23,2,9
COc1cccc(-n2c([S-])c(C(=O)Nc3ccc(C(F)(F)F)cc3)[n+]3ccccc23)c1,3,1.6,4,14,-3,5,-3,·,29
CC1CCN(C(=O)CNC(=O)CNC(=O)Cc2ccccc2)CC1,-1,1.7,-4,25,-1,3,-2,-4,-5
COC(=O)C1=C(C)N(C)C(=O)NC1c1ccccc1 (stereo unspecified),0,0.0,1,6,-3,2,-1,-14,4
Cc1oc(-c2cccc(F)c2)nc1CN(Cc1ccccc1)C[C@@H]1CCC(=O)N1,-1,-1.3,18,-4,-3,18,18,2,21
CS(=O)(=O)N1N=C(c2ccco2)CC1c1cccc([N+](=O)[O-])c1 (stereo unspecified),-1,0.1,-15,10,-5,6,6,12,5
COc1ccc(Br)cc1/C=N/Nc1ccccn1,0,2.2,28,-14,-5,10,9,1,19
O=C1NC(=S)CN1c1ccccc1,-2,-1.1,19,-2,0,31,11,-2,6
O=c1[nH]c2ccc(S(=O)(=O)N3CCCCC3)cc2s1,-1,2.5,-2,14,1,14,12,5,8
COc1ccc(CNC(=O)c2cccc(S(=O)(=O)N3CCN(c4ccc(F)cc4)CC3)c2)cc1,-4,0.3,10,17,11,24,27,0,16
S=c1nc(Cc2ccccc2)[nH]c2ccccc12,-4,1.1,31,4,-2,28,43*,4,-28
CCCCNC(=O)c1ccc2c(c1)ncn2C1CCCCC1,3,1.8,6,15,-4,14,0,-4,26
S=c1[nH]nc(COc2ccccc2)n1/N=C/c1cccc(Cl)c1Cl,-1,-0.7,39,8,-5,61*,32,14,-10
C/C(=N\NC(=O)c1cccc(Br)c1)c1ccccn1,7,535*,29,67*,-18,52*,30,31,100*
O=C(CCCCCn1c(=S)[nH]c2ccc(N3CCOCC3)cc2c1=O)NCc1ccccc1,0,3.0,1,-3,-2,0,8,-1,-14
Cc1c(C(=O)NC2CCS(=O)(=O)C2)oc2ccccc12 (stereo unspecified),3,-0.7,-10,11,-3,7,3,0,30
CCOC(=O)c1ccc(-n2ccnc2)c(NC(=O)c2ccc(C(C)(C)C)cc2)c1,-3,-1.0,-4,4,1,36,24,2,1

Screening results (PubChem)

This is a subset (hit frequency here may not be typical).
